Screening results: PubChem, National Center for Advancing Translational Sciences (NCATS)
TDP1 cell noCPT – qHTS for Inhibitors of human tyrosyl-DNA phosphodiesterase 1 (TDP1): qHTS in cells in absence of CPT | DT40 Tdp1-/- hTDP1 cells, no CPT, ATP luminescence, 48 h | Potency, µM (top dose mostly 46.2 µM), for inactives: top-dose activity change, negative = growth inhibition, most hits filed as inhibitors | 15% of 420,000 active; further: nearly all actives have a fitted effect of over 55% in size
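Chicken DT40 Tdp1-/- cells complemented with human TDP1, screened without camptothecin (DMSO vehicle only), 400 cells/well. Compounds pin-transferred, cells incubated at 37 °C for at least 48 hr. Growth read as ATP-dependent luminescence (CellTiter-Glo, 30 min at RT).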
TDP1 cell CPT – qHTS for Inhibitors of human tyrosyl-DNA phosphodiesterase 1 (TDP1): qHTS in cells in presence of CPT; chicken DT40 Tdp1-/-;hTDP1 cells + 20 nM CPT, ATP luminescence, 48 h; Potency, µM (top dose mostly 46.2 µM), inactives show at the highest dose activity change, negative = growth inhibition, usual class: inhibitors; 12% of 420,000 active; further: nearly all actives have a fitted effect of over 55% in size
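Chicken DT40 Tdp1-/- cells complemented with human TDP1, 400 cells/well, exposed to compounds plus 20 nM camptothecin for at least 48 h at 37 C; viability read as ATP content by CellTiter-Glo luminescence.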
GCN5L2 inh – qHTS Assay for Inhibitors of GCN5L2; Histone acetyltransferase KAT2A (Homo sapiens), Q92830; GCN5L2 HAT assay, ThioGlo1 CoA-SH fluorescence; Potency, µM (doses to about 58.9 µM), for the others: at the top dose activity change, negative = inhibition, most hits filed as inhibitors; 0.21% of 390,000 active
Target sequence (Q92830 whole entry, looked up): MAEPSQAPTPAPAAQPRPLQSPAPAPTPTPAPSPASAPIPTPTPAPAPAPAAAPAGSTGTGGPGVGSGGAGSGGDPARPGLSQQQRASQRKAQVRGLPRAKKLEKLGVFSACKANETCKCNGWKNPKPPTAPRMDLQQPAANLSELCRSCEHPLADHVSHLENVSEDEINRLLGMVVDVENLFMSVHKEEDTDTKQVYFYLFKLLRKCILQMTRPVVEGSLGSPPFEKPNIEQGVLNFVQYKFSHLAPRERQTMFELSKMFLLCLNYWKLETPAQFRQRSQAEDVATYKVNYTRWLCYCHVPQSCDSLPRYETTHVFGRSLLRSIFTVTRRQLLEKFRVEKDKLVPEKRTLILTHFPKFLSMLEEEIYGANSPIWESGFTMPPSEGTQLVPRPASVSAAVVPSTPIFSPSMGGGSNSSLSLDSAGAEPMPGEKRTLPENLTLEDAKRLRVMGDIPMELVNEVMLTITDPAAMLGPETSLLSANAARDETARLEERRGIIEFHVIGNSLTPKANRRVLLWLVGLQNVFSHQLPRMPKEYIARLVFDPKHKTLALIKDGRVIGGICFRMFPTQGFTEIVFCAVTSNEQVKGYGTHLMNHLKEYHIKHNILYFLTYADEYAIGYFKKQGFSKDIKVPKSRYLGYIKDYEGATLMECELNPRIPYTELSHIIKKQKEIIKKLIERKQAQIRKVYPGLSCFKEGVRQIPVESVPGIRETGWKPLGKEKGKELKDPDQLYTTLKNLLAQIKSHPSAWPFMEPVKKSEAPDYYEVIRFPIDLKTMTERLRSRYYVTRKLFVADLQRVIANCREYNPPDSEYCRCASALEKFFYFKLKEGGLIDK
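ThioGlo1-coupled HAT assay: 20nM GCN5L2, 70uM acetyl-CoA, 75uM H3(1-25) peptide, pH 7.5. Fluorescence read at 340/540nm at start and after 20 min at room temperature.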
The depositor's hits bear a star; ? = inconclusive; nt = no result given; [ ] = remark or other dose. The call rests on the fitted dose curve; in most records, active means well fitted curve in the direction sought with a large enough effect; inconclusive means small, poorly fitted or top-dose-only effect, or another doubt; inactive means no such curve, though single readings can be large; an effect the other way counts as inactive or inconclusive. On the % scale 0 is the no-effect control and ±100 the full control effect; potency means the concentration at half of the fitted maximal effect. Not all compounds are listed; rates above refer to the full screens.

SMILES	TDP1 cell noCPT	TDP1 cell CPT	GCN5L2 inh
CCN(C(=O)c1ccc(S(=O)(=O)N2CCCC2)cc1)C1CCS(=O)(=O)C1 (stereo unspecified)	4.9%	1.8%	-4.7%
Cc1cc(C(=O)NC2CCCN(Cc3ccccc3F)C2)n[nH]1 (stereo unspecified)	10.7%	1.5%	-2.9%
O=C(CSC1=NS(=O)(=O)c2ccccc2N1)NCCc1ccccc1	0.4%	12.9%	?
CN(C)S(=O)(=O)c1cccc(NC(=O)c2cc(-c3cccs3)nn2-c2cccc(Cl)c2)c1	?	?	-7.9%
CCN(CC)CCN(C(=O)c1ccc2c(c1)OCCO2)c1nc2c(Cl)cccc2s1	?	18.4µM*	-2.3%
O=C1c2cc(CO)cc(O)c2C(=O)c2c(O[C@@H]3OC(CO)[C@@H](O)[C@@H](O)[C@@H]3O)cccc21 (stereo partly specified)	-3.0%	-1.7%	nt
COCCN1CCn2c(nc3cc(NC(=O)NC4CCCCC4)ccc32)C1	16.4µM*	?	-7.6%
CCn1c(/C=N/c2nc3ccccc3n2C)nc2ccccc21	-12.2%	-3.3%	-0.8%
Cc1nn(C(C)C(=O)NC2CC2)c(=O)c2nn(-c3ccccc3)c(C)c12 (stereo unspecified)	31.7%[activator]	-5.9%	-4.1%
O=C(NCc1ccccn1)C1CCC(=O)N1C1CCCCC1 (stereo unspecified)	-6.2%	-3.0%	-2.9%
O=C(CN1C(=O)CCSc2ccc(S(=O)(=O)N3CCOCC3)cc21)Nc1cccc(F)c1	13.4%	-23.6%	-10.0%
Cc1ccc(C(C(=O)NC2CCCCC2)N(Cc2cccnc2)C(=O)C2COc3ccccc3O2)o1 (stereo unspecified)	?	?	2.8%
COC(=O)C1=C(N)Oc2cc(C)[nH]c(=O)c2C1c1cc(OC)c(OC)c(OC)c1 (stereo unspecified)	-13.4%	-0.7%	-1.4%
CC(=O)N/C(=C\c1ccccc1)C(=O)OCC(=O)N(CC(C)C)c1c(N)n(Cc2ccccc2)c(=O)[nH]c1=O	-7.1%	1.7%	0.7%
Cc1ccccc1Nc1ncnc2[nH]ncc12	-20.9%	3.8%	nt

Grouped by structure, the compounds so far with a Cl atom
SMILES	TDP1 cell noCPT	TDP1 cell CPT	GCN5L2 inh
CN(C)S(=O)(=O)c1cccc(NC(=O)c2cc(-c3cccs3)nn2-c2cccc(Cl)c2)c1	?	?	-7.9%
CCN(CC)CCN(C(=O)c1ccc2c(c1)OCCO2)c1nc2c(Cl)cccc2s1	?	18.4µM*	-2.3%

(list continues)
SMILES	TDP1 cell noCPT	TDP1 cell CPT	GCN5L2 inh
COCCNC(=O)CCc1nnc2ccc(N3CCC(C)CC3)nn12	21.7%	-0.8%	1.0%
COc1ccc(NC(=O)C2CCCCN2N)cc1OC (stereo unspecified)	18.4µM*	?	-1.8%
Cc1nc(-c2cccc(NC(=O)c3ccc(-n4cccn4)cc3)c2)cs1	10.3µM*	14.6µM*	-3.6%
CCOc1ccc(C(=O)NCc2ccc3c(c2)OCO3)cc1	-21.0%	?	1.9%
CC(/C=C/c1ccccc1)=N\NC(=O)c1cc(C)nc2ccccc12	?	?	-1.3%
CCOC(=O)CN1CC23C=CC(O2)C(C(=O)Nc2ccc(OCC)cc2)C3C1=O (stereo unspecified)	-13.1%	-0.8%	0.5%
S=c1[nH]nc(Cc2ccc(Br)cc2)n1/N=C/c1ccc(Cl)cc1	?	?	-9.4%
Cc1cccc(C(=O)Nc2c3c(nn2C(C)(C)C)CS(=O)(=O)C3)c1	24.6%	6.7%	-6.6%
Cc1ccc(S(=O)(=O)N2CCC(=O)N(C(COCc3ccc(Cl)cc3Cl)Cc3ccccc3)CC2)cc1 (stereo unspecified)	?	?	9.0%
O=C(Cn1nnc2ccccc21)OCc1ccccc1	0.5%	-1.6%	-8.3%
COCCN(C(=O)COC(=O)/C=C/c1ccco1)c1c(N)n(Cc2ccccc2)c(=O)[nH]c1=O	-9.0%	-7.2%	-5.0%
O=C(O)Cc1ccc(NC(=O)c2ccc3c(c2)C(=O)N(CC2CCCO2)C3=O)cc1 (stereo unspecified)	5.8%	0.8%	0.1%
CCOC(=O)c1c(NC(=O)COC(=O)c2cccc([N+](=O)[O-])c2)sc(C(=O)N(C)C)c1C	-1.3%	-3.9%	nt
CN(C)/N=C/c1ccc(N2CCOCC2)cc1	0.0%	5.1%	-17.8%
COc1ccc(CN2C(=O)c3ccccc3C2c2nnnn2Cc2ccccc2)cc1OC (stereo unspecified)	?	?	nt
Cc1ccc(-c2ccc(CCC(=O)O)n2NC(=O)c2cccs2)cc1	-18.0%	-15.8%	-13.4%
CCN1CCN(C(=O)c2ccc(Cl)c(S(=O)(=O)N3CCOCC3)c2)CC1	-13.3%	-1.4%	-1.5%
Cc1ccc(NC(=O)C23CCC(C)(C(=O)[C@H]2Br)C3(C)C)cc1 (stereo partly specified)	-23.5%	-9.6%	-3.1%
O=C(COC(=O)c1ccc(Cl)c(S(=O)(=O)N2CCCC2)c1)NC1CCCCC1	-7.4%	-8.5%	-3.1%
Cc1cc(C)n2nc(SCC(=O)N3CCc4ccccc43)nc2n1	?	-5.2%	-10.1%
Cc1ccc(O)c(NC(=S)NC(=O)/C=C/c2ccccc2)c1	-26.7%	24.0%	1.1%
CC(OC(=O)C1=COCCO1)C(=O)Nc1cccc(S(=O)(=O)N2CCOCC2)c1 (stereo unspecified)	-4.1%	-9.2%	-4.3%
CCCCCC(=O)N1CC2(CC(c3cccc(NC(=O)CC)c3)=NO2)C[C@H]1C(N)=O (stereo partly specified)	19.1%	9.7%	4.6%
CCn1cc(C(=O)N(C)c2cc(C)ccc2C)c2cc(OC)c(OC)cc2c1=O	20.6µM*	25.9µM*	-9.8%
Cc1cc(-c2ccccc2)c2c(n1)sc1c(O)cc(=O)[nH]c12	9.2%	0.1%	-24.8%
CCOC(=O)N1CCC(NC(=O)c2cnn(-c3ccccc3)c2C2CCN(C(=O)OC(C)(C)C)CC2)CC1	-7.3%	-9.8%	-0.2%
CSCCC(NS(=O)(=O)c1ccc2c(c1)oc(=O)n2C)C(=O)N1CCN(c2ccc(F)cc2)CC1 (stereo unspecified)	?	-6.5%	2.2%
CCCOc1ccc(NC(=O)C(=O)NCCCN2CCOCC2)cc1	-18.3%	-19.6%	-7.0%
CSCCCN1CC[C@@H](N2CCN(c3ccccc3F)CC2)[C@H](O)C1	19.7%	-11.8%	-0.6%
Cc1ccc(S(=O)(=O)NC(=O)c2cc(C)n(C3CC3)c2C)cc1	-10.1%	-8.4%	1.6%
O=C1OC(OC2CCCCC2)(c2ccccc2)c2ccccc21 (stereo unspecified)	-18.2%	-18.7%	44.8%[activator]
COc1ccc(OC)c(/C=C/C(=O)OCC(=O)c2c(N)n(C)c(=O)n(C)c2=O)c1	-11.2%	-0.5%	10.6%
Cc1ccc([C@H]2C[C@@H](n3cc(C4CC4)nn3)[C@H](O)CN2C(=O)c2cccs2)cc1	-17.1%	0.3%	nt
O=c1[nH]cccc1-c1nc2ccccc2n1Cc1cccc(Cl)c1	?	?	-7.2%
CCN1CCN(C(=O)CCc2ccc(S(=O)(=O)NCCc3ccccc3)cc2)CC1	?	-19.9%	-3.1%
O=C(CSc1nnc2c(n1)[nH]c1ccccc12)NC1CCCCC1	?	-18.4%	0.2%
CCOC(=O)c1cc2c(C)n(-c3ccc(N(C)C)cc3)c(C)c2cc(C(=O)OCC)c1=O	?	?	10.3%
COc1ccc(-n2c(C)cc(C3=NNC(=NC4CC4)SC3)c2C)cc1	23.1µM*	?	-5.4%
Cc1c(C(=O)Nc2ccc3c(c2)OCCO3)cnn1C	-11.3%	-7.4%	-4.8%
Cc1ccc(NC(=S)NNC(=O)c2ccccc2O)c(C)c1	13µM*	23.1µM*	-10.4%
O=c1c2ccccc2c(-c2ccccc2)nn1-c1cc(Cl)ccc1[N+](=O)[O-]	?	?	-0.9%
COc1ccc(Cl)cc1NC(=O)CN(C)Cc1cccs1	?	?	-6.5%
O=C(Nc1ccc(S(=O)(=O)Nc2nccs2)cc1)c1ccncc1	1.0%	-3.2%	nt
C[C@H]1CN([C@@H](C)CO)S(=O)(=O)c2ccc(C#CC(C)(C)O)cc2O[C@H]1CN(C)Cc1ccccc1	23.1µM*	18.4µM*	nt
Cn1nnnc1SCC(=O)c1cccs1	-8.4%	-1.2%	3.8%

Compounds above that contain fluorine (four):
SMILES	TDP1 cell noCPT	TDP1 cell CPT	GCN5L2 inh
Cc1cc(C(=O)NC2CCCN(Cc3ccccc3F)C2)n[nH]1 (stereo unspecified)	10.7%	1.5%	-2.9%
O=C(CN1C(=O)CCSc2ccc(S(=O)(=O)N3CCOCC3)cc21)Nc1cccc(F)c1	13.4%	-23.6%	-10.0%
CSCCC(NS(=O)(=O)c1ccc2c(c1)oc(=O)n2C)C(=O)N1CCN(c2ccc(F)cc2)CC1 (stereo unspecified)	?	-6.5%	2.2%
CSCCCN1CC[C@@H](N2CCN(c3ccccc3F)CC2)[C@H](O)C1	19.7%	-11.8%	-0.6%

Compound profiles, from the list above.
Cc1c(C(=O)Nc2ccc3c(c2)OCCO3)cnn1C is listed with TDP1 cell noCPT: -11.3%; TDP1 cell CPT: -7.4%; GCN5L2 inh: -4.8%
COc1ccc(Cl)cc1NC(=O)CN(C)Cc1cccs1 is listed with TDP1 cell noCPT: ?; TDP1 cell CPT: ?; GCN5L2 inh: -6.5%
O=C(CSc1nnc2c(n1)[nH]c1ccccc12)NC1CCCCC1 is listed with TDP1 cell noCPT: ?; TDP1 cell CPT: -18.4%; GCN5L2 inh: 0.2%

Next entries follow.
SMILES	TDP1 cell noCPT	TDP1 cell CPT	GCN5L2 inh
Cc1ccc(S(=O)(=O)NCC(=O)OCc2ccccc2)cc1	-19.6%	-18.3%	-4.8%
Cc1cccc(Nc2ccccc2C(=O)OCC(=O)NCc2ccco2)c1C	?	?	?
CCCCCCNC(=O)CCNC(=O)c1cc(OC)c(OC)c(OC)c1	-5.8%	-9.1%	-18.2%
S=C(NCCCc1cnc[nH]1)NCCCN(CCc1ccc(Cl)cc1)c1ccc(Br)cn1	?	?	nt
CC(C)N(Cc1cn(C)nc1-c1cccc(Cl)c1)CC1CCC(=O)N1 (stereo unspecified)	?	?	-5.7%
COC(=O)c1sccc1NC(=S)Nc1cc(C)cc(C)c1	-28.3%	-14.7%	-0.3%
COCCCNC(=S)Nc1ccccc1C	30.2%[activator]	-1.3%	1.1%
COc1ccc(NC(=O)C2CC(=O)OC23CCCCC3)cc1 (stereo unspecified)	-20.9%	-20.5%	-0.4%
Cc1ccc(OCC(=O)Nc2cc(C)on2)c([N+](=O)[O-])n1	2.8%	-0.5%	-10.9%
COc1ccc(-c2c(C#N)c(N)nc3c2c(=O)n(C)c(=O)n3C)cc1Cl	?	?	nt
CC(=O)Nc1cc(C(=O)NCc2ccco2)ccc1Sc1ccc(C)cc1	-28.6%	-7.1%	0.2%
O=c1[nH]c(-c2ccccc2)nn1-c1ccc(Br)cc1Br	-13.4%	?	4.8%
COc1ccc(OC(C)C(=O)Nc2cccc(F)c2)cc1 (stereo unspecified)	?	-4.5%	2.0%
CCn1cc(C(=O)OCC(=O)c2ccccc2)c(=O)c2ccc(C)nc21	-1.1%	5.0%	-1.0%
O=C(O/N=C(\c1ccccc1)c1ccncc1)c1ccccc1F	-29.5%	2.3%	-1.4%
CC1(c2ccccc2)NC(=O)N(CC(=O)N2CCc3ccccc32)C1=O (stereo unspecified)	5.4%	10.0%	nt
